# Bim-Bfl-1 = inhibitors of Bim binding to Bfl-1, primary screen, biochemical, multiplexed, bead-based flow cytometry; Bcl-2-related protein A1 (Homo sapiens), Q16548; Bim-Bfl-1 binding inhibition; inhibition, % at 10 µM; hit rate 0.12% among 190,000; AID 1008, 2008;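 note: 0% = wells without compound plus tracer and 100% = blocker peptide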
# Mcl-1 Bim block = inhibitors of Bim peptide binding to Mcl-1, primary screen, biochemical, bead-based flow cytometry, multiplex; Induced myeloid leukemia cell differentiation protein Mcl-1 (Homo sapiens), Q07820; Bim peptide-Mcl-1 binding; inhibition, % at 10 µM; hit rate 0.1% among 190,000; AID 1009, 2008;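 note: 0% = no compound tracer wells and 100% = peptide blocker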
# Bim-Bcl-XL = inhibitors of Bim-Bcl-XL binding, primary screen, biochemical, multiplexed, bead flow cytometry, human Bcl-XL | Bcl-2-like protein 1 (Homo sapiens), Q07817 | Bim peptide-Bcl-XL binding, fluorescence | inhibition, % at 10 µM | hit rate 0.04% among 190,000 | AID 1007, 2008
# Target sequence (Q07817 whole entry, looked up): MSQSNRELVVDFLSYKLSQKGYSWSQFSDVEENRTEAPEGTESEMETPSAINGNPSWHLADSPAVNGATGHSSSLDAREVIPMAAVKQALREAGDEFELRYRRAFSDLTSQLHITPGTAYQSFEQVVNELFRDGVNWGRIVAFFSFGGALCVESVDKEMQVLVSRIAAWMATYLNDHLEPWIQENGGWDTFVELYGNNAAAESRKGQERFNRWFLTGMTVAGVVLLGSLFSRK
# RGS4-Gao reg = modulators of RGS4 binding to Galphao, primary screen, biochemical, multiplexed bead flow cytometry. Guanine nucleotide-binding protein G(o) subunit alpha (Homo sapiens), P09471. actives lie on both sides. binding response (% of control), % at 10 µM. hit rate 0.33% among 220,000; in the data active = binding response below about 49% or above about 150%; inactive = in between;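 note: fluorescent Galphao activated with aluminum fluoride binding bead-coupled RGS4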
# Mcl1 Noxa PPI = Mcl-1/Noxa binding inhibitors, primary screen, biochemical, TR-FRET, 1536-well; TR-FRET Mcl-1/Noxa peptide binding, 2 h; inhibition, % at 21.7 µM; hit rate 1.5% among 220,000;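 active = compounds that cut the protein-peptide binding signal by more than 50% relative to plate controls in a single-dose test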;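 note: His-tagged Mcl-1 with rhodamine Noxa BH3 peptide and terbium anti-His antibody; 0% = Mcl-1 plus Noxa peptide wells and 100% = peptide-only wells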
# Bim-Bcl-B = inhibitors of Bim-Bcl-B binding, primary screen, biochemical, multiplexed, human Bcl-2 family; Bcl-2-like protein 10 (Homo sapiens), Q9HD36; bead-based flow cytometry, Bim peptide-Bcl-B binding; inhibition, % at 10 µM; hit rate 0.073% among 190,000;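 note: 0% = tracer peptide without compound and 100% = reference inhibitor peptide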
# Target sequence (Q9HD36 whole entry, looked up): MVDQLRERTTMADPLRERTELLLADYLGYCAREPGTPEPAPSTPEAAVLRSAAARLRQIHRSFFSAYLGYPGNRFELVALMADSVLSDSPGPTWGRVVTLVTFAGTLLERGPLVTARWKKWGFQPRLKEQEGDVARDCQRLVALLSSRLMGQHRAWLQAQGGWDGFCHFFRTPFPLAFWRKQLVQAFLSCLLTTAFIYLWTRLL
# Mcl1-Bid inh = Mcl-1/Bid binding inhibitors, primary screen, biochemical, TR-FRET, 1536-well | inhibition, % at 21.7 µM | Induced myeloid leukemia cell differentiation protein Mcl-1 (Homo sapiens), Q07820 | AID 1021, 2008 | TR-FRET Mcl-1/Bid-Dy647 peptide binding | hit rate 0.97% among 220,000;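 active = compounds that cut the binding signal by more than half at the single screening dose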;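 note: His-tagged Mcl-1 with europium anti-His antibody binding Bid BH3 peptide; 0% = Mcl-1 plus peptide wells and 100% = peptide-only wells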
# RGS8-Gao reg = RGS8-Galphao binding modulators, primary screen, biochemical, multiplexed bead flow cytometry; hit rate 0.34% among 220,000; actives lie on both sides; AID 1423, 2008; response (percent of control binding), % at 10 µM; in the data active = response below about 60% or above about 140%; inactive = in between;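 note: Galphao activated as the GDP aluminium fluoride complex binding bead-coupled RGS8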
# Bim-Bcl-2 = inhibitors of Bim-Bcl-2 binding, primary screen, biochemical, multiplexed, human Bcl-2 family; Apoptosis regulator Bcl-2 (Homo sapiens), P10415; Bead-based flow cytometry, Bim peptide-Bcl-2 binding; inhibition, % at 10 µM; hit rate 0.06% among 190,000; AID 950, 2007; in the data active = inhibition above about 40%; inconclusive = no clear call, values can overlap the other calls;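 note: 0% = no compound wells with probe peptide and 100% = reference peptide inhibitor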
# Target sequence (P10415 whole entry, looked up): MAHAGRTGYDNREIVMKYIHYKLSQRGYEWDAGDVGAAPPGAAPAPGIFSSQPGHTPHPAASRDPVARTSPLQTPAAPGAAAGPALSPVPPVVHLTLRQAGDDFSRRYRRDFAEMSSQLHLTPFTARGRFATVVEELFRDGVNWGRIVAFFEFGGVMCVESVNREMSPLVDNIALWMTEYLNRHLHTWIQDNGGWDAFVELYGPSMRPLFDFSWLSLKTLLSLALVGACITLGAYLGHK
# RGS7-Gao reg = RGS7-Galphao binding modulators, primary screen, biochemical, multiplexed bead flow cytometry; Guanine nucleotide-binding protein G(o) subunit alpha (Homo sapiens), P09471; actives lie on both sides; binding response (% of control), % at 10 µM; hit rate 0.35% among 220,000; AID 1439, 2008; in the data active = binding response below about 49% or above about 150%; inconclusive = no clear call, values can overlap the other calls; inactive = in between;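 note: fluorescent Galphao held in activated GDP-AlF4 state binding bead-coupled RGS7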
# Bim-Bcl-W = inhibitors of Bim binding to Bcl-W, primary screen, biochemical, multiplexed, bead-based flow cytometry; Bcl-2-like protein 2 (Homo sapiens), Q92843; Bim peptide-Bcl-W binding; inhibition, % at 10 µM; hit rate 0.02% among 190,000;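 note: 0% = bound tracer without compound and 100% = peptide blocker; higher means less fluorescent Bim peptide bound to Bcl-W beads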
# Target sequence (Q92843 whole entry, looked up): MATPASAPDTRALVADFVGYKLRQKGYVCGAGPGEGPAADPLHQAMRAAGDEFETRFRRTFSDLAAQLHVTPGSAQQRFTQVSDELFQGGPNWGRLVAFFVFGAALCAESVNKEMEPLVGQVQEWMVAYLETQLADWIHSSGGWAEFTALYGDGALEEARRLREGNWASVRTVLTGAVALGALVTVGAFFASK
# The depositor's hits bear a star; ? = inconclusive; / = not tested or not shown; [ ] = dose if it differs, or a comment. Cut-off read from the data, not from the text of the source, unless noted: active = inhibition above about 40%.
SMILES	Bim-Bfl-1	Mcl-1 Bim block	Bim-Bcl-XL	RGS4-Gao reg	Mcl1 Noxa PPI	Bim-Bcl-B	Mcl1-Bid inh	RGS8-Gao reg	Bim-Bcl-2	RGS7-Gao reg	Bim-Bcl-W
C/C(=N\N=C1\NC(=O)CC(C(=O)O)S1)c1cccs1 (centres undefined)	1	1	0	106	13	1	2	104	3	103	0
O=C(COC(=O)c1ccccc1O)Nc1ccc(S(=O)(=O)N2CCCCC2)cc1	-4	0	3	102	-3	1	49	102	1	101	2
CC(=O)OC[C@H]1O[C@@H](n2ncc(=O)[nH]c2=O)[C@H](OC(C)=O)[C@@H]1OC(C)=O	0	0	0	100	10	-2	0	102	2	100	2
COCCCNS(=O)(=O)c1ccc2c(c1)OCCO2	-14	0	-1	95	20	-4	-10	97	-9	100	0
COc1ccc(-c2noc(COc3ccc(C)c(C)c3)n2)cc1OC	-5	-1	-1	99	1	-3	0	105	-2	98	0
CCOC(=O)C1=C(C)OC(N)=C(C#N)C1c1ccc(C)s1 (centres undefined)	-2	-3	-3	100	14	-5	-27	99	-5	95	0
COc1cc(/C=N/NC(=O)c2cc(C34CC5CC(CC(C5)C3)C4)[nH]n2)ccc1O	-10	0	-5	104	25	-9	-8	108	-3	102	-1
COc1cccc(C(=O)N2C(C(=O)O)CSC2c2ccccc2Cl)c1 (centres undefined)	-3	-4	-3	102	0	-3	6	100	-3	99	-3
CCOC(=O)COc1c(/C=N\OC)cc(Cl)cc1OC	-7	-1	-3	102	7	-6	-1	106	-3	100	-1
COC(=O)[C@@H](NC(=O)NC1CCN(Cc2ccccc2)CC1)C(C)C	-13	0	-5	97	1	-8	-22	102	-5	96	0
Cc1ccc(N2C(=O)C(Cc3ccc(O)cc3)NC2=S)cc1C (centres undefined)	0	-4	-7	101	7	-9	-63	101	-3	102	-1
O=C(NC1CCCC1)C1CCCN(S(=O)(=O)c2ccc(-n3cnnn3)cc2)C1 (centres undefined)	0	-1	-2	63	4	-1	-12	73	1	70	-1
COC(=O)c1nn(-c2ccccc2)c(Cl)c1/C=N/OC(=O)c1ccc(Cl)c(Cl)c1	-12	0	-4	100	-6	-10	10	98	-6	102	-3
CC(=O)Oc1ccc2oc3c(c2c1)C(=O)CCC3	-12	-3	0	98	9	-10	-24	100	-5	99	0
CCOC(=O)CNC(=O)Cc1ccc(OC)cc1	/	/	/	90	1	/	-4	92	/	?	/
Clc1ccc(N=C2SCCS2)cc1	/	/	/	101	-12	/	-18	104	/	?	/
CN(CC(=O)Nc1ccc(Cl)cc1)c1ccc(S(=O)(=O)N2CCCCC2)cc1[N+](=O)[O-]	-10	-1	-7	105	7	-6	-30	104	-11	105	-2
S=c1[nH]nc(-c2cccnc2)o1	-19	-3	-9	99	11	-13	-2	102	-15	98	-3
CC(C)(C)c1cc(-c2csc(Nc3ccccc3)[n+]2Cc2ccc(C(=O)O)cc2)cc(C(C)(C)C)c1O	/	/	/	104	92*	/	88*	101	/	?	/
COc1ccc(OC)c2c(C)c(C)[nH]c12	/	/	/	96	-10	/	-152	98	/	?	/
O=C(c1ccco1)N1CCN=C1SCc1ccc(F)cc1	-11	0	-4	104	14	-3	-23	104	-6	98	0
COc1ccc(NC(=O)C2CC(=O)n3cnnc3S2)cc1 (centres undefined)	-15	2	-2	102	24	-4	-18	100	-3	96	0
CCOc1ccc(NC(=O)CN(C)c2ccc(S(=O)(=O)N3CCOCC3)cn2)cc1OCC	0	0	1	98	9	3	-1	101	0	102	0
CCCCC1CCC(c2nc(-c3ccccn3)no2)CC1 (centres undefined)	-1	-1	0	100	-22	-2	5	104	-1	99	-4
CCCCN1C(=O)C(=O)NC[C@@H]1C(C)CC (some centres undefined)	/	/	/	108	0	/	-21	103	/	?	/
COCCNS(=O)(=O)c1ccc2c(c1)n(C)c(=O)n2C	-9	5	-1	96	-5	-4	-32	102	0	97	1
COCc1cc(C)nc2sc3c(=O)oc(C)nc3c12	-7	2	-5	94	4	-6	-3	100	-3	98	0
CN(C)CCNC(=O)c1ccc(COc2ccc(Cl)cc2Cl)cc1	1	0	-2	101	-1	-1	-5	103	-1	99	0
CN1CCC(NC(=S)NC2CC2)CC1	-5	1	-4	103	1	-2	-19	98	0	100	4
CCC(C)NC(=O)COC(=O)c1csc2c1CCCC2 (centres undefined)	-9	-2	-5	96	14	-6	-10	97	-8	99	-6
O=C(/C=C/c1ccc(S(=O)(=O)N2CCOCC2)cc1)NC(=S)Nc1ccc(N2CCOCC2)cc1	0	-5	-9	106	26	-10	-51	103	-1	102	-3
COc1cccc(-c2nnn(CCC(=O)O)n2)c1	-2	-2	0	104	-5	-4	-4	103	-5	96	0
Cc1nc(SCc2ccccc2F)c2cnn(-c3ccccc3)c2n1	-6	-3	-1	104	-35	-4	-39	96	-4	106	-5
CCN(CC)CC(=O)Nc1c(C#N)cnn1-c1ccccc1	/	/	/	100	-11	/	-4	101	/	?	/
Cc1ccc(CN2CCN(/N=C\C=C\c3ccccc3)CC2)cc1	-1	-2	-2	102	-13	0	-56	114	0	100	0
CCCCn1c(SCC(=O)Nc2cccc(C)n2)nnc1-c1ccco1	-7	-2	-3	104	12	-6	-26	101	-3	101	-1
COc1ccc(C2CC(c3cccs3)=NN2c2ccccc2)cc1 (centres undefined)	3	0	0	98	6	0	-14	87	-1	92	0
NC(=O)c1cc2ccccc2oc1=NCc1ccccc1	0	0	-1	104	-14	-2	12	105	0	106	-3
COCCNC(=O)c1ccc2ccccc2n1	-4	6	0	89	8	-1	20	97	0	88	-1
COc1cc([N+](=O)[O-])cc(/C=N/NC(=O)c2cc(C)nc3ccccc23)c1O	/	/	/	95	-26	/	-237	98	/	?	/
O=C(CSc1ncn[nH]1)c1cc2ccccc2o1	-7	-6	-8	265*[activator]	-1	-15	-25	112	-11	243*[activator]	-8
Cc1c(NC(=S)Nc2ccccc2)c(=O)n(-c2ccccc2)n1C	-1	0	-7	89	3	-10	-105	94	0	88	-5
O=C(Nc1ccc2nc(-c3ccco3)[nH]c2c1)c1ccco1	0	5	5	102	27	1	-10	100	2	97	8
CC(C(=O)NC(=O)NC1CCCCC1)N1CCN(C(c2ccccc2)c2ccccc2)CC1 (centres undefined)	-13	-3	-7	105	3	-7	-16	105	-9	107	6
CCOC(=O)NCc1ccc2c(c1)OCO2	-13	-2	-4	89	9	-7	-8	95	-9	91	0
COc1ccc(N(CC(=O)Nc2nccs2)S(=O)(=O)c2c(C)nn(C)c2C)cc1	-10	-1	-6	97	-2	-8	-9	98	-9	97	0
COC(=O)c1c(NC(=O)CN2CCN(c3ccccc3OC)CC2)c2c(C)cccc2n1C	-7	-2	-4	102	14	-4	-5	101	-6	100	-1
c1cnc(N2CCN(Cc3c[nH]c4ccccc34)CC2)nc1	-9	0	-1	111	11	0	-8	108	-11	106	0
Cc1ccc(S(=O)(=O)Nc2ccc(NC(=O)c3cccs3)cc2)cc1	-6	0	1	101	12	-2	-10	102	-3	?	0
O=C(C1CCCO1)N1CCN(c2ccccn2)CC1 (centres undefined)	-6	-2	-1	101	-8	-5	-18	102	0	100	-3
CC1CCc2cc(F)ccc2N1C(=O)CCC(=O)O (centres undefined)	0	0	-2	98	-9	-1	1	100	0	99	-2
O=C(c1ccco1)c1n[nH]nc1-c1ccccc1	-13	0	-2	100	/	-7	-10	100	-13	100	1
COc1ccccc1CC1(C)NC(=O)N(CC(=O)N2CCc3ccccc3C2)C1=O (centres undefined)	-13	1	-4	105	15	-7	57*	104	-8	109	-1
CCOc1ccc(N2CC(C(=O)Oc3ccccc3)CC2=O)cc1 (centres undefined)	-6	-2	-1	99	4	-7	-22	102	-3	98	-2
Cc1ccc2nc(NNC(=O)c3ccc(S(=O)(=O)N4CCc5ccccc5C4)cc3)sc2c1	5	1	-1	99	-57	-1	-15	91	0	99	4
COc1ccc(/C=N/NC(=O)CNc2c(Br)cc(C)cc2Br)c(C(=O)O)c1OC	-3	1	0	93	9	0	-15	97	-1	96	0
CC1(C)Cc2c(c(N3CCOCC3)nc3sc4c(NN)ncnc4c23)CS1	-17	-1	-7	101	-28	-9	-31	100	-7	98	-2
O=C(N/C(=C\c1cccc([N+](=O)[O-])c1)C(=O)N1CCOCC1)c1ccc([N+](=O)[O-])cc1	-1	0	-4	102	0	1	-30	100	2	104	0
N#CC1=C(N)Oc2c(O)cc3ccccc3c2C1c1ccsc1 (centres undefined)	-1	3	3	98	23	0	-8	99	-3	96	3
CCCCCC(=O)N1CC2(CC(c3cccc(NC(=O)[C@@H]4CCC(=O)N4)c3)=NO2)C[C@@H]1C(N)=O (some centres undefined)	/	/	/	98	-5	/	-42	101	/	?	/

# New compounds follow:
SMILES	Bim-Bfl-1	Mcl-1 Bim block	Bim-Bcl-XL	RGS4-Gao reg	Mcl1 Noxa PPI	Bim-Bcl-B	Mcl1-Bid inh	RGS8-Gao reg	Bim-Bcl-2	RGS7-Gao reg	Bim-Bcl-W
FC(F)Sc1ccc(NC(=S)NCc2ccccc2)cc1	-3	0	-2	100	8	-7	-86	99	-5	?	0
Cc1ccc(NC(=O)N2CCc3ccccc32)cc1C	-7	-2	0	93	-6	1	-20	95	-1	97	0
Cc1c(C(=O)Nc2ccccc2)sc2nc(-c3ccccc3)cn12	-8	-1	-7	103	7	-11	-22	101	-7	102	0
N#Cc1cc(-c2ccccc2)oc1NC(=O)c1ccco1	1	-2	1	92	-5	2	-43	98	2	92	-1
Cc1ccc(C)c(N(CC(=O)NN=C2CCN(C)CC2)S(=O)(=O)c2ccccc2)c1	-2	0	-4	103	14	-1	-8	104	0	99	0
COC(=O)c1sccc1S(=O)(=O)Nc1ccc(Cl)cc1	/	/	/	103	1	/	2	101	/	?	/
CC(=O)Nc1ccccc1C(=O)C(=O)NCCc1ccccc1	7	-3	-1	84	6	-1	-10	92	2	102	-1

# High-throughput results as filed in PubChem.
